# Source: PubChem BioAssay (Sanford-Burnham Center for Chemical Genomics)
# MT1-MMP act inh = inhibitors of human MT1-MMP activation. 360,000 tested, 0.061% active. HT1080 RFP-PRO-GFP cells, GFP/RFP ratio fluorescence, overnight; percent of plate control window, DMSO zero. P50281. GFP/RFP ratio change, % at 20 µM;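 active = GFP/RFP ratio change of at least 30% with cell ATP level not reduced by more than half and red fluorescence within 50% of control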; note: strong numbers were not always called active
#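 Assay system: RFP-PRO-GFP reporter HT1080 cells; read-out basis: GFP/RFP fluorescence ratio; benchmarks: DMSO wells and RFP-L50D-GFP cells; doses: 20 µM single dose, 1% DMSO; schedule: overnight cell settling, then overnight compound exposure, 37 °C, 5% CO2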
# Rpn11 inh = inhibitors of human proteasome Rpn11; human 26S proteasome, Ub4-pepOG fluorescence polarization; 20S core pre-blocked with epoxomicin; calls only at 20 µM; 360,000 tested, 0.59% active;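 active = inhibition at 20 µM, scaled to each plate's controls, above about 33%, limit read from the data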
# Target sequence (O00487 whole entry, looked up): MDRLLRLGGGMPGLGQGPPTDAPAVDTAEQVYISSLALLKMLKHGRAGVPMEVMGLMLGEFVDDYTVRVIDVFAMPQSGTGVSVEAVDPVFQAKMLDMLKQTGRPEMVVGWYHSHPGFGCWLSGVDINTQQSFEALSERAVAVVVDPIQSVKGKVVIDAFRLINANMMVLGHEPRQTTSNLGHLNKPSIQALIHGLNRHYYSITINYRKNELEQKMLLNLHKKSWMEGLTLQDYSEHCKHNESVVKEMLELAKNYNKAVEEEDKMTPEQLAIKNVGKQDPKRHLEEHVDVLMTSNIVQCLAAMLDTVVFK
# STEP block = inhibitors of human striatal-enriched phosphatase STEP. P54829. recombinant STEP, OMFP fluorogenic substrate, fluorescence. inhibition, % at 20 µM. 360,000 tested, 0.25% active. AID 588621;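 active = inhibition at 20 µM, scaled per plate between control wells, above about 37%, limit read from the data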;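 note: 0% = DMSO with enzyme and substrate and 100% = substrate only without enzyme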
#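 System: isolated STEP enzyme; schedule: 20 min enzyme reaction at room temperature, protected from light; medium: Bis-Tris buffer pH 6.0, 2.5 mM DTT, 0.005% Tween 20; signal: fluorescence, 480/540 nm; dosing: single compound dose of 20 µM, 1% DMSO final; also added: OMFP substrate, 25 µM final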
# NRP1-CendR mod = alters CendR peptide binding to human NRP-1 | FAM-RPARPAR peptide binding to NRP-1, fluorescence polarization | inhibition, % at 25 µM | 360,000 tested, 0.85% active | AID 602438;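 active = inhibition or corrected inhibition above about 18%, plus a signal ratio from 0.5 to 1.5, limit read from the data, passing the limit was not always enough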; note: strong numbers were not always called active
# SUMO1-SIM PPI = modulators of human SUMO1-mediated protein-protein interactions; 360,000 tested, 0.33% active; inhibition, % at 20 µM; SUMO1 binding to a labelled peptide, TR-FRET, 1 h; P63165; AID 602429; in the data active = inhibition above about 37%
# Target sequence (P63165 whole entry, looked up): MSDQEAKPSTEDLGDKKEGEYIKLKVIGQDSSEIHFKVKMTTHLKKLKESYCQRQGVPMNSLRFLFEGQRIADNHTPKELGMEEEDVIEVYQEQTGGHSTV
# SKN-1 block = blocks SKN-1 activity in C. elegans; C. elegans VP596 Pgst-4::GFP/RFP ratio, acrylamide-induced, 24 h; inhibition, % at 21.8 µM; 360,000 tested, 0.49% active; AID 624304;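 active = interference check ratio from 0.5 to 1.5 plus GFP to RFP signal ratio inhibition reaching or exceeding a fixed threshold, cut at about 30% in these data, passing the limit was not always enough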; note: some compounds called inactive have numbers as strong as hits
# Scp-1 inhibitor = inhibitors of human Scp-1 phosphatase | Q9GZU7 | Recombinant Scp1, phosphopeptide, malachite green phosphate absorbance | inhibition, % at 20 µM | 340,000 tested, 0.88% active | AID 493091;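 active = inhibition above about 50% at 20 µM, limit read from the data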;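 note: plate controls were DMSO wells with enzyme for no effect and wells lacking enzyme for full effect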
# Target sequence (Q9GZU7 76-261 limits assumed): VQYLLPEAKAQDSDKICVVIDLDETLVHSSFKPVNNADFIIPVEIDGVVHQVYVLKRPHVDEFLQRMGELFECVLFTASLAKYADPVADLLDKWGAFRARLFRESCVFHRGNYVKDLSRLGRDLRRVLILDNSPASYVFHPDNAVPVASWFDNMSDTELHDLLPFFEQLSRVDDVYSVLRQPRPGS
#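 Test system – truncated SCP-1 phosphatase (76-261aa) · Reagent – Phosphorylated 17-residue peptide substrate · Incubation – 45 min room-temperature reaction, 5 min colour, 30 min stabiliser · Detection – colorimetric phosphate reagent with accelerator and stabiliser, absorbance at 630 nm · Measure – % inhibition at 20 µM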
# LMPTP inh = LMPTP (human) inhibition. AID 651560. 360,000 tested, 0.22% active. recombinant LMPTP-A, OMFP fluorogenic substrate, fluorescence intensity. P24666. inhibition, % at 20 µM;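 active = compounds that cut the enzyme signal by at least half of the control window in the single-dose screen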;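 note: plate controls were DMSO wells with enzyme plus substrate for no effect and substrate without enzyme for full effect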
# Target sequence (P24666 whole entry, looked up): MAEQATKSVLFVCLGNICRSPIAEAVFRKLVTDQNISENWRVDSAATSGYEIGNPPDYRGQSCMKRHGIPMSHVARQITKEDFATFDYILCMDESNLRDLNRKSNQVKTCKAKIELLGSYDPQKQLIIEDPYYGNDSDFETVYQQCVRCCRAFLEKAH
#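 Test system – LMPTP-A phosphatase enzyme · Quantity – 0.625 nM LMPTP-A final · Reagent – OMFP substrate, 400 µM final · Dosing – one test concentration per compound, 20 µM, with 3% DMSO overall · Timing – 50 min enzyme reaction at room temperature, protected from light · Detection – fluorescence intensity · Controls – substrate-only low control, DMSO enzyme-plus-substrate high control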
# NadD block = blocks S. aureus nicotinate mononucleotide adenylyltransferase. purified NadD enzyme, colorimetric absorbance read-out. 360,000 tested, 0.78% active. inhibition, % at 20 µM; in the data active = inhibition above about 26%; note: some compounds past the cut are filed as inactive
# DNMT1 block = DNMT1 (human) enzyme inhibition; inhibition (reported as % activation of signal), % at 10 µM; AID 588458; DNMT1 molecular beacon, Hinp1I cleavage, fluorescence; 360,000 tested, 0.83% active; in the data active = inhibition above about 50%
# Active calls of the source: *; i = inactive; . = not tested or not shown.
SMILES,MT1-MMP act inh,Rpn11 inh,STEP block,NRP1-CendR mod,SUMO1-SIM PPI,SKN-1 block,Scp-1 inhibitor,LMPTP inh,NadD block,DNMT1 block
O=C(NCC1CCCO1)c1cc(-c2ccc(F)cc2)no1 (stereo not given),3,i,0,-25,6,23,-5,0.0,3,-2
CC1(c2ccc(OC(F)F)cc2)NC(=O)N(CC(=O)NC2CCCCC2)C1=O (stereo not given),11,i,0,1,2,7,-11,0.0,4,-8
O=C1CCS/C(=N\N=C\c2ccc(Cl)cc2Cl)N1,-2,i,3,-4,1,0,7,0.1,-2,0
O=C(COc1ccccc1Cl)N(Cc1cccs1)C1CCS(=O)(=O)C1 (stereo not given),-2,i,-1,2,-1,12,-2,-1.6,-6,0
COc1ccc(N(CC(=O)N2CCc3ccccc3C2)S(=O)(=O)c2c(C)nn(C)c2C)cc1,5,i,1,-9,6,1,15,-1.0,2,-2
CCN(C(=O)CSc1nc(C)nc2sc(C)c(C)c12)C1CCS(=O)(=O)C1 (stereo not given),1,i,-2,-12,2,-4,3,0.4,-4,2
CC1(C2CC2)NC(=O)N(CC(=O)N2CCN(c3ccccc3Cl)CC2)C1=O (stereo not given),1,i,-1,-1,5,9,13,-0.8,-3,1
COC(=O)C1C2C=CC3(CN(C(C)c4ccc(OC)cc4)C(=O)C13)O2 (stereo not given),-2,i,2,-3,-1,19,-4,-0.6,2,-1
O=C(N=C1SC2CS(=O)(=O)CC2N1c1cccc(Cl)c1)C1CCCO1 (stereo not given),2,i,-3,4,2,-10,-2,0.5,3,-1
Cc1ccccc1-c1cc(C(=O)NCc2ccc(OC(F)(F)F)cc2)nn1CC1CC(c2cccc([N+](=O)[O-])c2)=NO1 (stereo not given),2,i,0,2,-4,-1,-10,2.8,-3,-4
Nc1c(NCCc2ccccc2)c2ccccc2oc1=O,0,i,-1,-1,-16,9,-10,1.7,2,0
O=C(CSCc1nc2c(nnn2Cc2ccc(F)cc2)c(=O)[nH]1)Nc1c(Cl)cc(Cl)cc1Cl,5,i,6,-17,1,7,-6,11,9,0
CCCCN(CC)CCNC(=O)CCC(=O)Nc1ccc2nc(N3CCN(C)CC3)cc(C)c2c1,1,i,-1,-13,-4,1,-7,2.8,-11,1
CCN(CC)S(=O)(=O)c1ccc(C(=O)OCC(=O)Nc2sc3c(c2C#N)CCCCC3)cc1,2,i,0,-20,6,14,-5,3.7,7,2
N#CCCN(CC(=O)O)S(=O)(=O)c1ccccc1,-6,i,-2,8,2,-7,0,-3.1,4,-1
O=C(COC(=O)/C=C/c1cccc(Cl)c1)NC(=O)NCc1ccccc1,7,i,-1,-1,-4,-16,-5,-0.8,-6,-1
Cc1ccccc1OCC(=O)OCC(=O)NCc1ccc2c(c1)OCO2,5,i,0,4,0,5,-10,-0.2,1,3
N#C/C(=C\c1ccc(Cl)cc1)c1nc2ncccc2[nH]1,-9,i,1,-26,-8,-18,0,-1.0,9,-2
CC(C)(C)c1ccc(-c2nnc(SCC(=O)NCC3CCCO3)n2N)cc1 (stereo not given),1,i,-2,-1,-3,-1,-8,-1.4,-3,0
COc1ccc(F)cc1S(=O)(=O)N1CCN(C(=O)c2ccco2)CC1,-4,i,1,-1,4,1,-5,-1.2,-1,2

# 3 of the compounds above, with tabs.
mol	MT1-MMP act inh	Rpn11 inh	STEP block	NRP1-CendR mod	SUMO1-SIM PPI	SKN-1 block	Scp-1 inhibitor	LMPTP inh	NadD block	DNMT1 block
O=C(CSCc1nc2c(nnn2Cc2ccc(F)cc2)c(=O)[nH]1)Nc1c(Cl)cc(Cl)cc1Cl	5	i	6	-17	1	7	-6	11	9	0
CCCCN(CC)CCNC(=O)CCC(=O)Nc1ccc2nc(N3CCN(C)CC3)cc(C)c2c1	1	i	-1	-13	-4	1	-7	2.8	-11	1
CCN(CC)S(=O)(=O)c1ccc(C(=O)OCC(=O)Nc2sc3c(c2C#N)CCCCC3)cc1	2	i	0	-20	6	14	-5	3.7	7	2

# In the list so far, 2 have an aryl thioether with sulfur outside any ring.
SMILES,MT1-MMP act inh,Rpn11 inh,STEP block,NRP1-CendR mod,SUMO1-SIM PPI,SKN-1 block,Scp-1 inhibitor,LMPTP inh,NadD block,DNMT1 block
CCN(C(=O)CSc1nc(C)nc2sc(C)c(C)c12)C1CCS(=O)(=O)C1 (stereo not given),1,i,-2,-12,2,-4,3,0.4,-4,2
CC(C)(C)c1ccc(-c2nnc(SCC(=O)NCC3CCCO3)n2N)cc1 (stereo not given),1,i,-2,-1,-3,-1,-8,-1.4,-3,0

# The list goes on.
SMILES,MT1-MMP act inh,Rpn11 inh,STEP block,NRP1-CendR mod,SUMO1-SIM PPI,SKN-1 block,Scp-1 inhibitor,LMPTP inh,NadD block,DNMT1 block
Cc1ccc(CNC(=O)CNS(=O)(=O)c2cccc3nsnc23)cc1,2,i,3,13,-22,7,-14,-0.6,-2,-1
C=CC[C@@H](Cc1ccc(F)cc1)C(=O)OC[C@H]1CCCN1C(=O)[C@H](CC=C)CC(=O)N[C@H](CO)Cc1ccccc1,-5,i,0,-11,3,-5,0,1.6,-7,-1
CNC(=O)c1ccsc1NC(=O)c1ccc(S(=O)(=O)N2CCCc3ccccc32)cc1,-1,i,-1,-5,1,2,-16,5.2,3,-23
COc1ccc(NC(=O)Cn2nnc(C(=O)NCc3cccs3)c2N)cc1,-2,i,-1,11,3,-4,-3,-0.6,-5,-1
Cc1cc(NC(=O)c2ccco2)ncc1NC(=O)Cc1ccccc1,-4,i,-10,-3,-2,-21,0,0.0,8,-4
Cc1cccc(NC(=O)c2cccc3c2-c2ccccc2C3=O)n1,-2,i,2,-8,-20,0,-5,0.2,0,-1
CCSc1nnc(NC(=O)COc2ccccc2)s1,2,i,-3,8,-1,4,-3,-1.7,-5,2
CN(C1CCCCC1)S(=O)(=O)c1ccc(C(=O)O)cc1,0,i,0,1,-3,-15,4,-1.3,2,2
CCN(CC)CCNC(=O)CCc1n[nH]c(=O)c2ccccc12,2,i,-1,10,2,4,-2,0.8,4,5
C=C1C[C@H]2[C@@H]3C=C(C)C4=CC(=O)CC[C@]4(C)[C@H]3CC[C@]2(C)[C@@]1(OC(C)=O)C(C)=O,-5,i,-2,2,-4,2,-9,3.3,1,0
CC(C)CNC(=O)C(=O)Nc1cc2c3c(c1)CCC(=O)N3CCC2,3,i,-2,11,1,8,-2,-1.7,-2,1
COc1ccc(/C=C2/CC/C(=C\c3ccc(OC)c(OC)c3OC)C2=O)c(OC)c1OC,2,i,4,-18,-17,-10,-10,2.8,-4,-9
Cc1ccnc(N2CCC(C(=O)NNC(=O)c3ccncc3)CC2)n1,-4,i,-2,9,0,11,-6,-1.4,-7,2
O=C(NC(=S)Nc1ccc(C(=O)N2CCOCC2)cc1)c1ccc([N+](=O)[O-])cc1,4,i,0,11,-27,-13,6,0.2,-2,-1
Cc1ccc(N2CC(C(=O)Nc3ccc(N4CCOCC4)cc3)CC2=O)cc1C (stereo not given),3,i,0,1,3,16,9,-0.1,-1,0
CCNS(=O)(=O)c1ccc2nc(NC(=O)c3cccnc3)sc2c1,6,i,-3,-7,2,4,7,-1.0,-3,-7
COc1ccccc1/C=C/C=N/NC(=O)c1cc(-c2ccc(C)o2)[nH]n1,4,i,3,14,14,-10,-17,3.5,20,-3
CC(CC(=O)Nc1ccc2c(c1)c(=O)n(C)n2-c1ccccc1)c1ccccc1 (stereo not given),8,i,3,11,8,10,.,2.1,-6,1
C=C(C)CCC(C)N1CCC(n2nccc2NC(=O)CCOc2ccccc2)CC1 (stereo not given),2,i,3,-3,6,-1,2,0.3,-5,0
CCOC(=O)/C(C#N)=C/c1c(Oc2cc(C)cc(C)c2)nc2ccccn2c1=O,-1,i,-3,-3,-3,6,-13,2.5,-5,0
CC/C(O)=C1\C(=O)CC(c2ccccc2)CC1=NCCc1c(C)[nH]c2ccc(C)cc12 (stereo not given),-25,i,5,-5,-1,18,-11,2.0,6,6
O=C(c1cccnc1Nc1ccc2c(c1)CCC2)N1CCOCC1,-2,i,-1,7,0,6,-6,-1.7,0,6
CC1(C)CSC(=S)N1S(=O)(=O)c1ccccc1,4,i,-1,0,-2,5,-1,-0.4,-1,-1
COc1cc(/C=C/c2nc3ccccc3c(=O)[nH]2)ccc1OC(F)F,-3,i,0,-1,-10,-8,-7,-0.1,-8,20
CCOc1ccc(C2N(c3cc(Cl)ccc3OC)C(=O)C3CCCN32)cc1OC (stereo not given),5,i,-2,4,-1,21,-8,-1.6,-5,-1
CCc1ccccc1NC1=NCC(=O)N1Cc1ccc(OC)cc1,5,i,-4,0,2,-7,-6,-1.9,-2,-3
Nc1c(C(=O)O)cnc2nc(N3CCOCC3)nn12,0,i,0,4,2,0,3,-1.6,1,0
COC(=O)[C@H](CC(C)C)NC(=O)NCc1ccc(Cl)cc1,1,i,0,-6,3,6,-7,0.6,2,0
O=C1CCCC2=C1C1c3ccccc3C(=O)N1c1ccc(C(=O)c3ccccc3)cc1N2 (stereo not given),-4,i,-3,3,-2,28,-7,-2.6,2,-1
COCCNC(=S)NNC(=O)c1ccc(-n2cnnn2)cc1,1,i,1,-5,-1,1,-5,-1.0,-1,0
COC(=O)CN1C(C)=Nc2ccc(Br)cc2C1c1ccccc1 (stereo not given),-5,i,-2,10,-3,29,-2,-0.2,-3,-4
CCOc1ccc(NC(=O)Cn2nnc(C(=O)NCc3cccs3)c2N)cc1,2,i,0,-4,-2,0,-4,0.6,-8,14
COc1ccc(C=NOCC(=O)OCC(=O)Nc2ccc(OC)cc2)cc1,-2,i,4,-11,-2,12,-6,-0.1,-6,-1
Cc1ccc2oc(=O)c3cnn(CC(=O)NC4CCC(C)CC4)c3c2c1 (stereo not given),4,i,0,-10,1,21,-1,-0.8,5,20
CC(C)(C)c1ccc(C(CC(=O)O)NC(=O)c2ccccc2F)cc1 (stereo not given),0,i,-3,8,5,0,-4,0.2,-7,1
COc1cccc(/C=C2\SC(N)=NC2=O)c1OS(=O)(=O)c1ccccc1,0,i,0,7,0,-3,-4,-1.1,-5,4
Cc1[nH]c2ccc(Br)cc2c(=O)c1CN1CCCCCC1,-5,i,2,-16,-5,-3,2,13,24,-1
CC(=O)N1CCN(C(=O)C2CCN(S(=O)(=O)c3ccccc3C(F)(F)F)CC2)CC1,-2,i,-2,-4,2,4,1,0.4,4,0
CC(C)COc1ccc(C(=O)N(CC(=O)Nc2ccccc2C(F)(F)F)Cc2ccco2)cc1,3,i,1,3,1,14,5,2.9,-5,11
COc1ccc(-c2nc3c(c(=O)c4ccccc4n3C)c(=O)n2Cc2ccccc2)cc1,1,i,-1,-45,-2,9,-4,1.6,7,16
CC(C)c1cc(C(=O)OCC(=O)N2CCN(C(=O)c3ccco3)CC2)c(O)c(C(C)C)c1,3,i,1,-12,5,-6,12,2.2,0,9
